Compound activity as filed in PubChem BioAssay.
HePTP inh = inhibitors of human HePTP phosphatase, primary screen, biochemical, absorbance, leukemia target. actives 0.64% (n = 110,000). Tyrosine-protein phosphatase non-receptor type 7 (Homo sapiens), P35236. recombinant HePTP phosphatase activity, OD absorbance. inhibition, % at 20 µM; in the data active means inhibition above about 50%;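 further: plate controls were vehicle for no effect and reference inhibitor for full effect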
Target sequence (P35236 whole entry, looked up): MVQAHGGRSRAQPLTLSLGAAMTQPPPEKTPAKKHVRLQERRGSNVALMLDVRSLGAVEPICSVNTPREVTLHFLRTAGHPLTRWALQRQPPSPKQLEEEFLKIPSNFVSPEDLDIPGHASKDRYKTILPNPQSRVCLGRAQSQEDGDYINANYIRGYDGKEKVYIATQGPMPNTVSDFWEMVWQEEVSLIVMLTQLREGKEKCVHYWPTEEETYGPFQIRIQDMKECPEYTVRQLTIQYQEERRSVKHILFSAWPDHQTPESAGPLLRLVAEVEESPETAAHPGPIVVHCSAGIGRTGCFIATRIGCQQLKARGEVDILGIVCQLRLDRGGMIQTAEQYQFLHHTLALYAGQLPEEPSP
BAP1 block = inhibitors of BAP1 deubiquitinase, primary screen, biochemical, Ub-AMC fluorescence, kinetic; Ubiquitin carboxyl-terminal hydrolase BAP1 (Homo sapiens), Q92560; recombinant BAP1, Ub-AMC hydrolysis fluorescence kinetic; hits give low values; activity remaining (% of control), % at 20 µM; actives 0.48% (n = 72,000); AID 436, 2006;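 active means activity remaining at or below 50% of control, provided the compound also passes the data quality filters; inactive means the rest, including low values that fail the filters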;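 further: 100% = DMSO wells rate and 0% = substrate alone blank rate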
Target sequence (Q92560 whole entry, looked up): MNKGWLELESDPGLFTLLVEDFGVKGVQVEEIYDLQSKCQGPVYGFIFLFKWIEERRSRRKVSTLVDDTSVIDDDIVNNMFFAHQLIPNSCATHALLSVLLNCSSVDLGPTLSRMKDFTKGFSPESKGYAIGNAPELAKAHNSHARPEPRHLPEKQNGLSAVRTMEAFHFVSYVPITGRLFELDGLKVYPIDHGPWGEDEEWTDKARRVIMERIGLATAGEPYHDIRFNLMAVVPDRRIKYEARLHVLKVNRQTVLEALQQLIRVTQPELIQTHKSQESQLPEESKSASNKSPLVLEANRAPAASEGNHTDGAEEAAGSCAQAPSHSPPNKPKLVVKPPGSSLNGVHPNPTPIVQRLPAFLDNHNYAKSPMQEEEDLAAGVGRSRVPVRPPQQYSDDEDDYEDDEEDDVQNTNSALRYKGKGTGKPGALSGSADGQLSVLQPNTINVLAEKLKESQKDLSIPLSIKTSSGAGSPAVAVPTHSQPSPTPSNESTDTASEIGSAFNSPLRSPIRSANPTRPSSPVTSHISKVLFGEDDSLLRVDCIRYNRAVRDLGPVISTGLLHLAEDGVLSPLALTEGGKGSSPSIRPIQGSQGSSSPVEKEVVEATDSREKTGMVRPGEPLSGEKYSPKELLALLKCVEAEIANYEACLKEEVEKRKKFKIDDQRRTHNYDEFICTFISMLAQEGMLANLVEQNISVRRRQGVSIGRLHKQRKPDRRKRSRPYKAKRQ
An asterisk follows results filed as active; · = not tested or not shown; & = joins results of further samples.

SMILES	HePTP inh	BAP1 block
CC(CN(C)Cc1ccccc1)OC(=O)c1cccs1 (stereo not drawn)	12	106
Cc1ccc(C(=O)N/C(=C/c2ccc(Br)cc2)C(=O)NCC(=O)O)cc1	6	·
COc1ccc(O)c(-c2[nH]ncc2C(=O)c2ccccc2C)c1	0	·
CN1CCN(C(=O)NC2CCCN2S(=O)(=O)c2ccc(Cl)cc2)CC1 (stereo not drawn)	2	119
O=c1c2ccccc2nc2sc3ccccc3n12	·	215
C=CCSc1nnc(-c2c[nH]c3ccccc23)n1CC	4	99
O=C(Nc1c(F)cc(F)cc1Br)c1cccnc1	11	120
CN1C(=O)C(=Cc2ccc(N(C)C)c(Br)c2)C(=O)N(C)C1=O	-6	·
O=[N+]([O-])c1cc(Cl)ccc1N1CCN(CCO)CC1	-6	·
CC(=O)/C=C(\C)NC(=O)c1sc2ccccc2c1Cl	-13	·
O=C(/C=C/c1ccccc1)n1nnc2ccccc21	-26	·
O=C(CSCc1cccc(F)c1)N1CCN(c2ccccc2)CC1	-3	91
O=C(Nc1ccc(F)cc1)NC1CCN(Cc2nnnn2Cc2ccco2)CC1	-3	92
O=C(Cn1nnc(-c2ccccc2-n2cnnn2)n1)c1ccccc1	1	107
COc1ccc(NC(=O)CN(c2ccc(Br)cc2)S(C)(=O)=O)cc1	0	·
COc1ccccc1CN1CCN(Cc2ccco2)CC1	5	·
CCSc1nc(NN)c2c3c(sc2n1)CN(C)CC3	-11	·
CC1=CC(C)(C)N(Cc2ccc([N+](=O)[O-])cc2)c2ccc(C)cc21	1	·
COc1cc(C(=O)N2CCN(C3CCCC3)CC2)cc(OC)c1OC	7	·
CCc1c(C)nc2c(C)c(-c3ccc(C)cc3)[nH]n2c1=O	-10	·
Cn1c(O)c(C=NCc2ccc(Cl)c(Cl)c2)c(=O)n(C)c1=O	-2	·
CCN(CC)c1ccc(/C=N/NC(=O)c2cc(-c3ccc(Cl)cc3)n[nH]2)cc1	-6	·
Cc1nn(C2CCCCC2)c(N)c1-c1ccccc1	5&-13	95
O=c1nc(SCc2ccccc2Cl)sc2ccccc12	-1	·
O=C(c1cc(-c2ccc(F)cc2)on1)N1CCCC1	-1	109
O=C(COc1ccccc1Cl)NNC(=O)c1ccccc1I	1	·
CC(=O)C1C(c2ccc(OC(F)F)cc2)NC(=O)NC1(O)C(F)(F)F (stereo not drawn)	12	101
CCCCc1nc2n[nH]c(N)c2c2c1CCC2	-7	74
CC(C)(C)c1ccc(C(=O)Nc2ccc(-c3nc4ccccc4o3)c(O)c2)cc1	·	70
O=C1N/C(=C\c2ccc(O)cc2)C(O)=C1C=NCc1ccccc1	8	·
COC(=O)c1ccc(C(c2ccc(C(=O)OC)cc2)(C(F)(F)F)C(F)(F)F)cc1	-1	·
CCOC(=O)C(CCOCCOc1cc(C)c(Cl)c(C)c1)C(=O)OCC	-6	·
Cc1cc(C(=O)N/N=C/c2ccc(Br)c([N+](=O)[O-])c2)n[nH]1	3	·
Cc1ccc(-c2noc(CN(C(=O)CCCN3C(=O)c4ccccc4C3=O)C(C)C)n2)cc1	·	69
CCCC(=O)NC(c1ccco1)c1cc(Cl)c2cccnc2c1O (stereo not drawn)	1	68
Cc1ccc(NC(=O)C(C(C)C)N2C(=O)c3ccccc3C2=O)c(C)c1 (stereo not drawn)	·	164
COc1cc(OC)cc(C(=O)N2CCN(c3ncccn3)CC2)c1	12	121
CCN1C(=O)C2(C(C(=O)c3ccc(C)o3)=C(O)C(=O)N2CCCN2CCOCC2)c2ccccc21 (stereo not drawn)	7	87
O=[N+]([O-])c1cc2c(cc1C=Nc1ccc(F)cc1)OCO2	17	·
COc1cc2c(cc1NC(=O)CCC1CCCC1)oc1ccccc12	-3	·
Cn1c(C(=O)NC2CCCCCC2)cc2c(=O)n(C)c3ccccc3c21	7	104
Cc1ccccc1Cn1nnc(-c2cccc(C(=O)O)c2)n1	2	126
Cc1ccc(CNC(=O)CN2CCN(Cc3ccc(Cl)cc3)C2=O)cc1	-2	103
CC(=O)n1cc(C2C(=O)CCCC2=O)c2ccccc21	11	123
O=[N+]([O-])c1ccc(Cl)c(/C=N/Nc2nc3ccccc3s2)c1	2	·
Cc1c(C(=O)NS(=O)(=O)c2ccccc2Cl)c(=O)n(-c2ccccc2)n1C	8	·
CCCCc1n[nH]c2c1/C(=N/O)CC(c1ccccc1)C2 (stereo not drawn)	-14	·
Cc1ccc2c(C)nc(Nc3nc(-c4ccccc4)cc(=O)[nH]3)nc2c1	-4	·
CCCSCCCNC(=O)Cn1cc2c(n1)CCCCC2	-13	90
Oc1ccc(/C=N/Nc2cc(N3CCCC3)nc(N3CCCC3)n2)cc1O	-15	·
The list goes on:
SMILES	HePTP inh	BAP1 block
Cc1cnn(Cc2ccccc2)c1N	9	104
Cc1nn(C)cc1CNC(=O)c1cnn2c(C(F)F)cc(C3CC3)nc12	3	86
COc1ccc(NC(=O)c2cc3n(n2)C(C(F)(F)F)CC(c2ccco2)N3)c(OC)c1 (stereo not drawn)	2	·
COc1nc(NC(C)=O)nc(C)c1Br	1	·
Cc1ccc(-c2nc3cccnc3o2)cc1NC(=O)COc1ccc(Cl)cc1C	4	27*
O=C1C2C3C=CC(CC3)C2C(=O)N1/N=C/c1cccs1 (stereo not drawn)	0	·
COc1ccc(CCNC(=O)CN(C)S(=O)(=O)c2cccs2)cc1OC	1	91
CCOc1nc(-c2ccncc2)nc2ccccc12	5	98
COc1cc(-c2csc(N3CCOCC3)n2)cc(OC)c1OC	2	103
C=CCNC(=O)c1ccc(C(C)(C)C)cc1	-15	·
Cn1c(=O)c(=O)n(C)c2cc(S(=O)(=O)N3CCCCC3)ccc21	6	86
Cc1ccc(SCC(=O)N(Cc2nc(-c3ccccc3)no2)C(C)C)cc1	-3	64
c1ccc(CN2CCC(N3CCN(Cc4ccc5c(c4)OCO5)CC3)CC2)cc1	11	96
COc1c(O)ccc(/C=N/NC(=O)COc2c(Br)cc(Br)cc2Br)c1[N+](=O)[O-]	2	·
CCC(=O)Nc1cc(NC(=O)CSc2nnc(C(C)C)n2CC)ccc1C	6	112
O=C(c1cccnc1)N1CCC(Cc2ccccc2)CC1	-1	·
CCOC(=O)CCc1c(C)n(CC)c2ncnn2c1=O	-6	102
CC(NC(=O)NC1CCCCC1)C(c1cccs1)N1CCOCC1 (stereo not drawn)	-4	101
C=CCn1c(SCc2ccc(F)cc2)nc2c1c(=O)[nH]c(=O)n2C	4	90
CC1CCc2sc3c(c2C1)c1ncnn1c(=O)n3CC(=O)c1ccc(Br)cc1 (stereo not drawn)	8	·
Cc1cccc(N2C(=O)/C(=C/c3ccc(N(C)C)cc3)SC2=S)c1	-7	·
COc1ccc(S(=O)(=O)N2CCN(Cc3ccc(Cl)cc3)CC2)cc1	-5&-1	96
O=C(Cc1ccc(Cl)cc1)Nc1ccc(N2CCCCC2)cc1	·	179
COc1cccc(-c2cc(C(=O)Nc3ccc(OC)c(OC)c3)no2)c1	-4	120
COC(=O)c1cccc(C(=O)Nc2cnc3ccccc3c2)n1	2	80
CC1(C)CN=C(NC2CCCCC2)S1	6	108
O=C1CC(c2cccnc2)c2cc3c(cc2N1)OCCO3 (stereo not drawn)	9	97
Cc1ccc2nsnc2c1NC(=O)/C=C/c1cccc([N+](=O)[O-])c1	-2	·
Cc1cccc(C)c1NC(=O)C1CCCNC1 (stereo not drawn)	3&-1	137
CCn1c(=O)c(C(=O)Nc2cnccn2)c(O)c2ccccc21	-11	99

12 compounds from above, ordered by SMILES length, high to low:
SMILES	HePTP inh	BAP1 block
COc1c(O)ccc(/C=N/NC(=O)COc2c(Br)cc(Br)cc2Br)c1[N+](=O)[O-]	2	·
CC1CCc2sc3c(c2C1)c1ncnn1c(=O)n3CC(=O)c1ccc(Br)cc1 (stereo not drawn)	8	·
c1ccc(CN2CCC(N3CCN(Cc4ccc5c(c4)OCO5)CC3)CC2)cc1	11	96
Cc1ccc(SCC(=O)N(Cc2nc(-c3ccccc3)no2)C(C)C)cc1	-3	64
C=CCn1c(SCc2ccc(F)cc2)nc2c1c(=O)[nH]c(=O)n2C	4	90
CCC(=O)Nc1cc(NC(=O)CSc2nnc(C(C)C)n2CC)ccc1C	6	112
CCn1c(=O)c(C(=O)Nc2cnccn2)c(O)c2ccccc21	-11	99
O=C(Cc1ccc(Cl)cc1)Nc1ccc(N2CCCCC2)cc1	·	179
O=C1CC(c2cccnc2)c2cc3c(cc2N1)OCCO3 (stereo not drawn)	9	97
CCOC(=O)CCc1c(C)n(CC)c2ncnn2c1=O	-6	102
Cc1cccc(C)c1NC(=O)C1CCCNC1 (stereo not drawn)	3&-1	137
CC1(C)CN=C(NC2CCCCC2)S1	6	108

(cont.)
SMILES	HePTP inh	BAP1 block
COc1ccc(C2(CC(=O)O)CCOC(C)(C)C2)cc1 (stereo not drawn)	-4	·
CCc1cccc(C)c1NC(=O)c1cccc(C)c1	-15	·
C=C(C)COc1ccc2c(-c3ccccc3)cc(=O)oc2c1	0	·
COC(=O)c1cc(NC(=O)COc2ccccc2[N+](=O)[O-])cc(C(=O)OC)c1	-2	·
CN(C(=O)c1ccncc1)c1nnc(-c2cnccn2)s1	2	92
COc1ccc(NC(=O)c2cccnc2)cc1OC	-1	·
COc1ccc(-c2nc3ccccc3o2)cc1NC(=O)c1ccc(C(C)C)cc1	·	136
Cc1cccc(OC(=O)Nc2ccc(Cl)cc2)c1	-18	·
Cc1c(NC(=O)c2cccc(I)c2)cccc1-c1nc2ccccc2o1	2	·
CCOC(=O)c1c(NC(=O)Cc2ccc(OC)cc2)sc(C(=O)Nc2ccc(C)c(Cl)c2)c1C	-8	·
O=C(Cc1cn2ccsc2n1)NCc1ccccc1	2	82
Cc1cc(C(=O)Nc2cccc(C)c2C)ccc1[N+](=O)[O-]	2	·
O=C(NCCSCc1c(F)cccc1Cl)c1ccco1	2	105
Cc1noc(C)c1CSc1ccccc1C(=O)Nc1nccs1	7	89
O=C(Nc1ccc(Cl)cc1C(=O)NCc1cccnc1)c1ccco1	10	85
O=C(c1cnccn1)N1CCc2ccccc21	8	104
CCOc1cc(Br)c(/C=C2\C(=O)NC(=O)N(c3ccc(Cl)cc3)C2=O)cc1OC	-6	·
Cc1cc(/C=N/n2cnnc2)c(C)n1-c1cccc(C(=O)O)c1	-8	91
CCCCOC(=O)c1ccc2c(c1)C1C=CCC1C(c1cccc([N+](=O)[O-])c1)N2 (stereo not drawn)	9	·
CCOC(=O)CCCSc1nc2sc(C)c(C)c2c(=O)n1-c1ccccc1	-8	·
CN1CCN(C(CNS(=O)(=O)c2ccc(F)cc2)c2cccnc2)CC1 (stereo not drawn)	-8	113
COc1ccc(/C=N/n2cn[nH]c2=S)cc1OC	-14	·
CN(C)c1ccc(/C=C2/SC(N3CCOCC3)=NC2=O)cc1	3	·
O=C(Nc1ccccc1)NC1CCCCC1	89*	·
Cc1cccc2cc(COC(=O)c3ccccn3)c(=O)[nH]c12	0	93
Cc1ccc(N2C(=O)/C(=C/c3cccs3)SC2=S)cc1C	8	·
O=C(CSc1nnc(-c2cnccn2)n1Cc1ccco1)c1ccc(Cl)c(Cl)c1	5	·
COc1ccc2c(c1OC)C(=O)N1c3ccccc3C(=O)N(c3ccc(F)cc3)C21 (stereo not drawn)	2	119
CCOC(=O)c1ccccc1NC(=O)c1ccccc1Cl	·	113
CCOC(=O)C1CCCN(C(=O)CCCOc2cc(=O)n(C)c3ccccc23)C1 (stereo not drawn)	8	147
CCOc1ccc(N2CC(=O)SC2=S)cc1	-10	94
Cc1nc(NC2=NCN(Cc3ccco3)CN2)nc2ccccc12	8	96
COc1ccc(-c2cn3cc(C)ccc3n2)cc1OC	9	·
COc1ccccc1N1CCN(/N=C\c2cccc(OC)c2O)CC1	8	·
Cc1ccc(-c2cc(C(=O)Nc3cc(C)on3)c3ccccc3n2)c(C)c1	15	62
C=CCc1cc(/C=C2\C(=O)NC(=O)N(c3ccc(Cl)cc3)C2=O)cc(OC)c1OCC(=O)O	-8	·
CC(C)CN(C#N)c1nc(N2CCOCC2)nc(N2CCOCC2)n1	1	101
COc1ccc(C(=O)NCC2(c3ccccc3)CCCC2)cc1	10	77
CCN(CC)CCSc1nc2sc3c(c2c(=O)n1-c1ccc(C)cc1)CCCC3	4	·
Cc1c(Cl)cccc1NC(=O)C(=O)NCCCO	5	·
CCC(C(=O)O)P(=O)(c1ccccc1)c1ccccc1 (stereo not drawn)	-2	·
CCn1c(Cc2ccc(OC)cc2)nnc1SCC(=O)Nc1cccc(C(=O)OC)c1	1	101
N#Cc1c(-c2ccco2)cc(C2CC2)nc1SCC(N)=O	·	404
O=C(NS(=O)(=O)c1ccc2c(c1)OCCO2)c1ccccc1	-9	104
CCOC(=O)C1CCN(c2c(Nc3ccc4c(c3)OCCO4)c(=O)c2=O)CC1	12	82
CC(=O)/C=C/c1ccc(-c2cc(Cl)ccc2Cl)o1	-10	·
CN1C(=O)c2ccccc2Sc2ccc(NC(=O)N3CCCC3)cc21	9	90
Cn1/c(=N/N=C/c2ccncc2)sc2ccccc21	6	·
O=C(CSc1nc(Nc2ccccc2)nc(N2CCOCC2)n1)Nc1ccccc1Cl	11	109
Cc1cc(C)cc(N(CC(=O)Nc2ccc3c(c2)OCO3)S(=O)(=O)c2ccccc2)c1	-15	·
CCOC(=O)C1C2C=CC3(CN(c4cccc(Cl)c4)C(=O)C13)O2 (stereo not drawn)	-6	101
COc1cc([N+](=O)[O-])ccc1NC(=O)c1ccc(S(=O)(=O)N2CCCC2)cc1	·	65
Cc1cc(=O)oc2ccc(OCC(=O)N(Cc3ccc(F)cc3)Cc3ccco3)cc12	-3	99
